Screening data (PubChem)
M4 PAM: potentiates acetylcholine response at human M4 receptor | P08173 | CHO-K1 hM4/Gqi5, Fluo-8 calcium fluorescence, ACh EC20; 0% = ACh EC20, 100% = maximal ACh | activation, % at 3 µM | actives 0.4% (n = 360,000);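 active = activation above its plate's cutoff, the mean activation of sample wells plus 3 SD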; also: some results filed as inactive read as strong as hits
CRFBP-R2 agonist: CRF-BP/CRF-R2 complex agonism; AID 588473; actives 0.46% (n = 350,000); activation, % at 13.2 µM; HEK293 CRF-R2/CRF-BP, calcium dye fluorescence (FLIPR); percent of saturating CRF peptide response;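 active = activation of at least 50%, plus an integration ratio under a set limit after plate pattern correction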;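 also: plate controls were neutral control wells without compound for no effect and CRF at EC100 for full effect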
M5 antag: antagonists of human muscarinic M5 receptor (CHRM5). AID 624040. CHO-hM5 cells, Fluo-8 calcium fluorescence, ACh EC80. P08912. inhibition, % at 3 µM. actives 0.59% (n = 360,000);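 active = inhibition above a per-plate cutoff, the mean of that plate's test compounds plus 3 SD, cut at about 27% in these data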;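 also: 0% = acetylcholine EC80 with DMSO and 100% = DMSO without agonist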
Target sequence (P08912 whole entry, looked up): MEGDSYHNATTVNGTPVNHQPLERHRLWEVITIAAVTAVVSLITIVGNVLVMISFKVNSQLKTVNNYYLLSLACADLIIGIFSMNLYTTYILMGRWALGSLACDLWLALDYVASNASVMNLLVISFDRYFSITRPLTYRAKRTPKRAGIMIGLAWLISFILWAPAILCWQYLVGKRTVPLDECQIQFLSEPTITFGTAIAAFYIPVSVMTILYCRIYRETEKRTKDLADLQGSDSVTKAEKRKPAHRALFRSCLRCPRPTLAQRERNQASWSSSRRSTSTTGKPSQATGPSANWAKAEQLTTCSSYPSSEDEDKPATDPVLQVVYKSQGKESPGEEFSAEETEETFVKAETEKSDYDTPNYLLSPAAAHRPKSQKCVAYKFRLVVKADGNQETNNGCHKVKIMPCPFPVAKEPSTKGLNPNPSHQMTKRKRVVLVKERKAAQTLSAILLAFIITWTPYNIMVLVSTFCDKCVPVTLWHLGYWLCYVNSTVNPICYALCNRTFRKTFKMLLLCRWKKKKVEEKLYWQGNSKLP
M4 ag: agonists of human muscarinic M4 receptor (CHRM4). CHO-K1 hM4/Gqi5, Fluo-8 calcium fluorescence; vehicle 0%, full acetylcholine response 100%. P08173. activation, % at 3 µM. actives 0.14% (n = 360,000);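 active = activation above the run mean over all test wells plus 3 SD, cut at about 32% in these data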;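 also: peak over basal fluorescence ratio per well then scaled between controls; 0% = DMSO wells and 100% = acetylcholine at EC100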
M5 PAM: CHRM5 positive allosteric modulation; P08912; CHO-K1 hM5, Fluo-8 calcium, ACh EC20 PAM; 0% = ACh EC20, 100% = ACh EC100; activation, % at 3 µM; actives 0.3% (n = 360,000);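 active = activation above the run cutoff, the mean activation of all test compounds plus 3 SD, cut at about 18% in these data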
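Test system: CHO-K1 hM5 cells / Doses: single-point, 3 µM nominal / Times: Post-acetylcholine fluorescence recording 140 s / Technique: Fluo-8 calcium fluorescence / Measure: Max/basal fluorescence ratio as % of EC20–EC100 ACh window / Benchmarks: low control EC20 acetylcholine (0%), high control EC100 acetylcholine (100%) / Replicates: one well per compound, no replicates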
CHRM5 agonist: agonists of human muscarinic M5 receptor (CHRM5); AID 624037; activation, % at 3 µM; CHO-K1 hM5 cells, Fluo-8 calcium fluorescence; 0% DMSO wells, 100% maximal acetylcholine response; P08912; actives 0.19% (n = 360,000);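 active = activation above the run's mean over test compounds plus 3 SD, cut at about 23% in these data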;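 also: signal is peak over basal fluorescence ratio across the kinetic read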
CHRM1 PAM: human CHRM1 positive allosteric modulation. P11229. CHO-K1 hM1, Fluo-8 calcium fluorescence, ACh EC20; 0% = ACh EC20, 100% = maximal ACh. activation, % at 3 µM. actives 0.088% (n = 360,000); in the data active = activation above about 19%, passing the limit was not always enough
Target sequence (P11229 whole entry, looked up): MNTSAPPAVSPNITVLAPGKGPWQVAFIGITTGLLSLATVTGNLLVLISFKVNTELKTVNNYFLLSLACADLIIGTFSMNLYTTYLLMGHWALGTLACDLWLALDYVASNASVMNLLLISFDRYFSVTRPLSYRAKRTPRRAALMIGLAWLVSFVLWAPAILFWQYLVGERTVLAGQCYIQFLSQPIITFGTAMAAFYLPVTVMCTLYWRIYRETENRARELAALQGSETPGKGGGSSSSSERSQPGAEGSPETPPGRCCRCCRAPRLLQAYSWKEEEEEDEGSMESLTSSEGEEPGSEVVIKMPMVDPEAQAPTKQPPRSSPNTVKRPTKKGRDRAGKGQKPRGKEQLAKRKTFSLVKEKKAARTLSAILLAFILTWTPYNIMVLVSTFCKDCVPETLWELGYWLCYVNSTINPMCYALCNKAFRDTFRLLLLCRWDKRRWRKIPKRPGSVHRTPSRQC
M4 antag: antagonists of human muscarinic M4 receptor (CHRM4) | inhibition, % at 3 µM | P08173 | actives 0.73% (n = 360,000) | CHO-hM4 cells, ACh EC80, Fluo-8 calcium fluorescence;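 active = inhibition above its plate's cutoff, the mean inhibition of sample wells plus 3 SD, cut at about 27% in these data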;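 also: 0% = acetylcholine EC80 with DMSO and 100% = DMSO without agonist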
M1 antag: human CHRM1 antagonism; CHO-K1 hM1, Fluo-8 calcium fluorescence, ACh EC80 antagonist; actives 1.3% (n = 360,000); AID 588852; inhibition, % at 3 µM;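 active = percent inhibition above its own plate's cutoff, namely the mean of that plate's compound wells plus 3 SD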;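 also: peak over basal fluorescence ratio during 140 s after agonist addition; 0% = ACh EC80 plus DMSO and 100% = DMSO alone without agonist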
* = called active by the depositor; · = no result given.

SMILES | M4 PAM | CRFBP-R2 agonist | M5 antag | M4 ag | M5 PAM | CHRM5 agonist | CHRM1 PAM | M4 antag | M1 antag
O=c1c2[nH]c3ccc(F)cc3c2ncn1CCN1CCN(Cc2ccccc2)CC1 | 2 | 30 | -1 | 2 | -1 | 0 | 0 | -1 | -8
CCOc1ccccc1-c1noc(CCC(=O)Nc2cccnc2)n1 | 0 | -0.2 | 18 | 4 | -1 | 1 | -9 | 7 | 9
C/C(=N\NS(=O)(=O)c1ccc(Br)cc1)c1ccncc1 | 1 | 1.0 | 0 | 2 | 1 | 4 | 4 | 2 | -7
COc1ccccc1C(=O)NCC(=O)NCCc1ccc(Cl)cc1 | 8 | -0.4 | 10 | 2 | 1 | 0 | 13 | -9 | -15
CC(C)OCCOc1ccc2oc(-c3ccco3)cc(=O)c2c1 | 2 | -2.1 | -2 | 2 | 1 | 3 | 18 | -7 | -20
Cn1cnnc1SCNC(=O)C(F)(F)F | 1 | -1.0 | -5 | 3 | 4 | 1 | 1 | -7 | -1
O=C(O)CCCCCNC(=O)CCn1nnc2ccccc2c1=O | 9 | -0.8 | -1 | 1 | 3 | 4 | 3 | 5 | 0
O=C(CN1CCN(c2ccc(F)cc2)CC1)NC(=O)NCc1ccco1 | 10 | 0.3 | 1 | 1 | 7 | -7 | 8 | -20 | -1
CCN(C(=O)c1cc2c(=O)n3cccc(C)c3nc2s1)C1CCCCC1 | 6 | 0.8 | 2 | 1 | 2 | -2 | 15 | -2 | -10
CC1CCN(c2c(NCC3CCC(C(=O)N4CCCCC4)CC3)c(=O)c2=O)CC1 (centres undefined) | -9 | 1.3 | -1 | 2 | -12 | -1 | -8 | -1 | 21
O=C1C(Cl)=C(N2CCCC2)C(=O)N1c1ccccc1F | 8 | 2.6 | 0 | -2 | 6 | 3 | 13 | 3 | -15
Cc1nn2c(NCCN3CCOCC3)c3c(nc2c1-c1ccccc1)CCCC3 | -5 | -0.9 | 5 | 2 | -4 | 4 | -1 | -5 | 4
O=C(c1ccc(Cl)cc1)C1CCN(Cc2ccccc2)CC1 | -14 | 0.3 | -8 | 1 | -12 | -23 | -7 | 0 | -5
CC(=NNS(=O)(=O)c1ccc(C)cc1)c1ccncc1 | 9 | -1.4 | 4 | 1 | 0 | 1 | 6 | -3 | -10
CC1(C)CC(=O)C(C=NCCN2CCN(CC(=O)Nc3ccccc3)CC2)=C(O)C1 | 1 | -2.9 | -1 | 0 | 0 | 0 | -2 | 2 | 1
Cc1nnc(SCC(C)C)[nH]c1=O | 6 | 0.6 | 0 | 0 | -3 | 1 | 11 | -5 | -12
O=C(NC1CCCCCC1)C1CCN(S(=O)(=O)c2cnc[nH]2)CC1 | 4 | -1.4 | 7 | 1 | 1 | 1 | 7 | -4 | -2
COc1ccc(OCCCC(=O)Nc2cccc(S(=O)(=O)N3CCCCCC3)c2)cc1 | -5 | 0.8 | 10 | 13 | -20 | 0 | -9 | 11 | 9
COc1ccc(OCCSc2nnc(C(C)NC(=O)c3ccccc3F)n2C)cc1 (centres undefined) | 2 | 5.9 | 13 | 3 | 2 | -1 | 8 | -1 | -12
Cc1onc(-c2c(Cl)cccc2Cl)c1C(=O)NCCc1ccc(S(N)(=O)=O)cc1 | 10 | -0.7 | -4 | 2 | 2 | -1 | 3 | -5 | 2
C/C=C/c1ccc(OCCNCc2ccccc2)c(OC)c1 | 3 | 2.7 | -18 | 3 | 14 | 2 | 7 | -10 | -11
COc1ccc(S(=O)(=O)N2CCN(C(=O)NC3CCCCC3)CC2)cc1OC | -6 | 0.5 | 4 | -1 | 3 | 0 | 0 | 0 | 1
O=C(N/C(=C\c1ccc([N+](=O)[O-])cc1)C(=O)N1CCOCC1)c1cccc(Br)c1 | 5 | 3.4 | 6 | 4 | -3 | -2 | 0 | 1 | 9
COc1cccc(CN2c3ccc(Br)cc3C(=O)CS2(=O)=O)c1 | 5 | -1.1 | 1 | 2 | -6 | 1 | 0 | -15 | 2
COc1cc(/C=C2\CCC(C)C3=C(c4cc(OC)c(OC)c(OC)c4)C(C#N)=C(N)OC32)cc(OC)c1OC (centres undefined) | 7 | 63* | 16 | 4 | -9 | 11 | 2 | -12 | -11
(listing goes on)
SMILES | M4 PAM | CRFBP-R2 agonist | M5 antag | M4 ag | M5 PAM | CHRM5 agonist | CHRM1 PAM | M4 antag | M1 antag
CCOC(=O)N1CCN(C(=O)CNC(=O)c2nn(-c3ccc(OC)cc3OC)c(=O)c3ccccc23)CC1 | 5 | -1.1 | 7 | 2 | -2 | -2 | 11 | 6 | -11
CC(=O)Nc1cccc(NC(=O)COc2ccc3c(c2)CCC3)c1 | -3 | -0.9 | 16 | 18 | -18 | 3 | 0 | -5 | 3
COc1ccc(-c2nnc3n2-c2ccccc2SC3)cc1OC | 3 | 9.3 | -5 | 1 | 10 | -1 | 3 | 2 | -8
Cc1ccc2c(Cn3ccnc3)cc(=O)oc2c1C | -5 | -0.9 | 3 | 2 | -7 | -4 | 0 | 8 | 4
CCOC(=O)c1ccc(S(=O)(=O)N2CC(=O)Nc3ccccc32)cc1 | 1 | 0.8 | 5 | 2 | 5 | 1 | -1 | 0 | -2
COc1ccc(-n2c(SCC(=O)Nc3nccs3)nc3c(c2=O)SC(C)C3)cc1 (centres undefined) | 6 | 2.3 | -3 | 0 | 0 | -1 | -2 | -27 | -12
CC1SC(C)C(=O)N(CC(=O)Nc2ccc3c(c2)OCO3)C1=O (centres undefined) | -1 | 1.1 | -18 | 1 | 6 | 0 | 9 | -1 | -6
COc1ccccc1-n1c(SCc2cc(=O)oc3cc(O)ccc23)nc2ccccc2c1=O | -3 | -1.7 | 13 | 4 | -5 | 6 | 8 | 9 | 2
Cn1c(COc2ccccc2)nnc1SCc1nc2ccccc2[nH]1 | -3 | -1.2 | -2 | 2 | 1 | 0 | 2 | 3 | -8
O=C(c1ccc2c3n(nc2c1)-c1ccccc1CO3)N1CCOCC1 | 5 | -2.0 | 17 | 0 | -8 | 1 | 4 | -3 | 0
O=C(c1cccc2ccccc12)N1CCN(CC2CC=CCC2)CC1 (centres undefined) | 5 | -0.2 | 3 | 6 | -5 | -3 | -4 | 2 | -14
COc1ccc(-c2nn(-c3ccccc3)cc2C(=O)O)cc1 | 4 | -1.0 | 0 | 1 | 0 | 3 | -2 | -3 | 9
COC(=O)CCC(=O)NC(=S)Nc1cc(Cl)ccc1Cl | 4 | 0.0 | -2 | 3 | 0 | -1 | 2 | 0 | -17
COc1cccc(NC(=O)COC(=O)C2CC3CCCC(C2)C3=O)c1 (centres undefined) | -3 | 0.6 | 8 | 2 | -9 | 1 | 2 | 8 | -3
Cc1ccnc(N2C(=O)OC(C)(C)C2(C)O)c1 (centres undefined) | 18 | -2.2 | 3 | 1 | 2 | 6 | 7 | 17 | -1
CCc1c(C)nc2c(C)cccc2c1SCCC#N | 0 | -1.4 | 10 | -2 | -8 | -9 | 0 | 5 | 0
Oc1c(Br)cc(Br)cc1/C=N/NC(=S)N[C@H]1CC2C=CC1C2 (some centres undefined) | -6 | 6.8 | 24 | 5 | -22 | -2 | -7 | 4 | 11
COc1ccc(C(OC(=O)c2ccco2)C(=O)NC(C)(C)C)cc1 (centres undefined) | -7 | -1.2 | 7 | 0 | 1 | 1 | 10 | 2 | -6
CC1(c2ccc(Cl)cc2)NC(=O)N(CC(=O)N2CCN(C(=O)c3cccs3)CC2)C1=O (centres undefined) | -6 | -0.7 | -2 | 1 | 1 | 0 | -6 | 10 | 9
Nc1nc2c(ncn2[C@@H]2O[C@H](CNCc3ccccc3)[C@@H](O)[C@H]2O)c(=O)[nH]1 | 4 | · | -6 | 1 | 1 | -2 | 1 | -14 | -9
COc1ccc(/C=C/C(=O)C23CC4CC(CC(C4)C2)C3)cc1CN1CCOCC1 | -7 | -1.7 | 4 | -1 | -8 | -1 | 10 | -7 | -6
Cc1ccccc1OCC(=O)NCc1ccccc1 | -3 | 0.0 | 12 | 0 | -5 | -2 | -2 | -1 | 0
CC(C)(C)OC(=O)C[C@@H]1C/C=C\C[C@H](CC(=O)NCCO)C(=O)N[C@H](Cc2ccccc2)COC1=O | 6 | 0.0 | -4 | 3 | -5 | 3 | -1 | 1 | 4
CC1=CC(C)(C)Nc2ccc(OC(=O)CN3C(=O)CCC3=O)cc21 | 4 | -0.2 | -4 | 1 | 0 | 0 | 5 | -1 | -6
COc1ccc(CCNC(=O)CCN2C(=O)COc3ccc(C)cc32)cc1OC | 18 | -5.6 | -10 | 4 | 4 | 6 | 3 | 6 | -6

Whole records from above:
COc1ccc(-n2c(SCC(=O)Nc3nccs3)nc3c(c2=O)SC(C)C3)cc1 (centres undefined) as listed: M4 PAM: 6; CRFBP-R2 agonist: 2.3; M5 antag: -3; M4 ag: 0; M5 PAM: 0; CHRM5 agonist: -1; CHRM1 PAM: -2; M4 antag: -27; M1 antag: -12
COc1ccccc1-n1c(SCc2cc(=O)oc3cc(O)ccc23)nc2ccccc2c1=O as listed: M4 PAM: -3; CRFBP-R2 agonist: -1.7; M5 antag: 13; M4 ag: 4; M5 PAM: -5; CHRM5 agonist: 6; CHRM1 PAM: 8; M4 antag: 9; M1 antag: 2

Individual results from the entries so far:
In M5 antag, CCOC(=O)N1CCN(C(=O)CNC(=O)c2nn(-c3ccc(OC)cc3OC)c(=O)c3ccccc23)CC1 is entered as 7
In CRFBP-R2 agonist, COC(=O)CCC(=O)NC(=S)Nc1cc(Cl)ccc1Cl is entered as 0.0

Next section.
SMILES | M4 PAM | CRFBP-R2 agonist | M5 antag | M4 ag | M5 PAM | CHRM5 agonist | CHRM1 PAM | M4 antag | M1 antag
CC(=O)N/C(=C\c1ccccc1Cl)C(=O)O | 9 | 0.5 | -15 | 2 | 6 | -4 | 1 | -14 | -27
COc1ccc(Cn2c(CCC(=O)NCc3ccco3)nc3cccnc32)cc1 | 0 | 2.9 | -5 | 0 | -6 | -2 | -1 | -4 | 0
O=C(COC(=O)/C=C/c1ccccc1[N+](=O)[O-])NC1CC1 | 5 | 1.4 | 9 | 0 | 2 | 0 | 5 | 0 | 1
Brc1ccc(Oc2ncc(CN3CCOCC3)s2)cc1 | 3 | 0.7 | 3 | 1 | -6 | -2 | 3 | 8 | -2
CCOC(=O)c1c(C)oc2c1c(C=NCCO)c(O)c1ccccc12 | -4 | 11 | 5 | 1 | -10 | -2 | 5 | 2 | 9
COc1cccc(/C=N/NC(=O)C(C)Cn2cnc3ccccc32)c1 (centres undefined) | -3 | -0.3 | 0 | 1 | 7 | 2 | 3 | -3 | -5
COc1ccc(/C=C/c2c(-c3ccc(OC)cc3)oc(=O)c3cc(OC)c(OC)cc23)cc1 | 6 | 0.3 | 12 | 0 | 5 | -1 | 6 | 6 | -6
COc1ccccc1CNC(=O)CNC(=O)c1cn(-c2ccccc2OC)c(=O)c2ccccc12 | 11 | -1.1 | 6 | 2 | -3 | -2 | 7 | -1 | -9
Cc1ccccc1Cn1cc(S(=O)(=O)CC(=O)Nc2nccs2)c2ccccc21 | -7 | -1.0 | 8 | 17 | -17 | 1 | -2 | 5 | -13
COc1ccc(C2OC(=O)CC2C(=O)NC2CCCC(C)C2C)cc1OC (centres undefined) | 1 | -0.5 | 2 | 1 | -4 | 0 | 5 | 2 | -14
COC(=O)C1=C(C)N(C(C)c2ccccc2)C(=O)C1 (centres undefined) | -3 | -2.6 | 9 | 1 | -7 | -3 | 3 | 3 | 2
CCOc1ccc(NCCC(O)c2ccc(F)cc2)cc1 (centres undefined) | -2 | 0.0 | 6 | 1 | -7 | -4 | -4 | -8 | 8

An unsorted share of the library. About 2.8% of those tested had a hit in this group.
